OXTR ag: activates the human oxytocin receptor; P30559; CHO-OTR cells, Fluo-8 calcium fluorescence; normalized: DMSO 0%, oxytocin 100%; activation, % at 3 µM; 320,000 compounds, 0.32% hits; AID 2435;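 active means activation above the mean of all tested compounds plus 3 SD, cutoff set per screening run, cut at about 20% in these data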;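 further: peak over basal fluorescence ratio from a 100 s FLIPR kinetic read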
CHRM1 antagonist: human CHRM1 antagonism. P11229. CHO-K1 hM1, Fluo-8 calcium fluorescence, ACh EC80 antagonist. inhibition, % at 3 µM. 360,000 compounds, 1.3% hits;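 active means percent inhibition above its own plate's cutoff, namely the mean of that plate's compound wells plus 3 SD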;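 further: peak over basal fluorescence ratio during 140 s after agonist addition; 0% = ACh EC80 plus DMSO and 100% = DMSO alone without agonist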
V1aR counter: counter-screen for oxytocin receptor agonists: human V1a receptor agonists; P37288; CHO-V1R cells, Fluo-8 calcium fluorescence, agonist mode; 0% DMSO, 100% 3 nM vasopressin; activation, % at 3 µM; 320,000 compounds, 0.25% hits; AID 2797;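 active means activation above the mean activation of all tested compounds plus 3 SD, per screening run, cut at about 20% in these data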;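 further: signal is peak over basal fluorescence ratio across a 100 second FLIPR read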
Target sequence (P37288 whole entry, looked up): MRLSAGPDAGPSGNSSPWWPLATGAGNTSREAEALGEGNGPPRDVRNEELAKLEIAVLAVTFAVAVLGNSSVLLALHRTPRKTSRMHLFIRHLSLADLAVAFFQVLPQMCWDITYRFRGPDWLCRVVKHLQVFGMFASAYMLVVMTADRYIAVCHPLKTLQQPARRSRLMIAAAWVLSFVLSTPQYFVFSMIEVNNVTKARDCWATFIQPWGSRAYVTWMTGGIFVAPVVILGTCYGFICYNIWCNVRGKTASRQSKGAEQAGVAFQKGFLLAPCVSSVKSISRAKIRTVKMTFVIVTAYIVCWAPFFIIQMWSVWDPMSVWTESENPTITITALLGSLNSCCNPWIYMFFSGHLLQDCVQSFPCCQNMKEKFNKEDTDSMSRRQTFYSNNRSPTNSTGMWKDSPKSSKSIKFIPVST
OXTR potentiate: potentiators of human oxytocin receptor; 320,000 compounds, 0.061% hits; activation, % at 3 µM; CHO-OTR cells, Fluo-8 calcium fluorescence, potentiator mode; 0% = oxytocin EC15, 100% = EC100; P30559; AID 2445;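 active means activation above that plate's cutoff, the mean activation of tested compounds plus 3 SD, cut at about 6.6% in these data, passing the limit was not always enough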;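 further: 100% uses oxytocin at 75 nM as the full agonist control; some results filed as inactive read as strong as hits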
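Assay system: CHO-OTR cells, human receptor / Also added: oxytocin at about EC15, sub-maximal agonist stimulus / Dosing: single dose, 3.0 µM nominal final compound concentration / Incubation: 6 min pre-incubation, 100 s read / Technique: Fluo-8 calcium dye fluorescence / Read-out: % activation vs EC15 and EC100 oxytocin / Benchmarks: EC15 oxytocin low, 75 nM oxytocin high / Replicates: singlicate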
TAAR1 antagonist: antagonists of human TAAR1; CHO RD-HGA16 TAAR1, Fluo-8 calcium fluorescence, antagonist; inhibition, % at 3 µM; 360,000 compounds, 1.5% hits; AID 624466;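 active means inhibition above a per-plate cutoff, the mean inhibition of test compounds on that plate plus 3 SD, cut at about 49% in these data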;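 further: 0% = DMSO plus EC80 beta-PEA response and 100% = DMSO alone without agonist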
Target sequence (Q96RJ0 whole entry, looked up): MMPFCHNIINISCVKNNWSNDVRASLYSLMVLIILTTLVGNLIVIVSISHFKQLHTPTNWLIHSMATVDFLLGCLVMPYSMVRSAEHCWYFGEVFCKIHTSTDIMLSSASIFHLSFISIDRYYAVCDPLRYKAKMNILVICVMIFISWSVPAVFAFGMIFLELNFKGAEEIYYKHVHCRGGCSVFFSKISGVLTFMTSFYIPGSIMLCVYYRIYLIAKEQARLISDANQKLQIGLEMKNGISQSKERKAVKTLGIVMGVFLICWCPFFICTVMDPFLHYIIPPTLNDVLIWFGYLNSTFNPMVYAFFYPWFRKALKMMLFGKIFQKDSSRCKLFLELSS
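System: RD-HGA16 CHO cells with stable hTAAR1 and Gα16 | Probe or stimulus: EC80 β-phenethylamine stimulus | Dosing: 3 µM, single point | Times: Dye loading 75 min at 37 °C, then 30 min room temperature | Measured by: Fluo-8 calcium-sensitive fluorescence | Read-out basis: % inhibition of agonist calcium response | Replicates: n of 1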
CHO parental Ca: signal in parental CHO cells, OX1R antagonist counter-screen. parental CHO-K1, ATP-induced calcium, Fluo-8 fluorescence. inhibition, % at 5.6 µM. 330,000 compounds, 0.63% hits. AID 463079;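 active means inhibition above that plate's mean sample inhibition plus 3 SD, cut at about 26% in these data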;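 further: 0% = ATP-challenged DMSO wells and 100% = DMSO wells without ATP; some compounds past the cut are filed as inactive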
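Assay system: parental CHO cells; Read-out basis: percent inhibition of ATP-evoked calcium rise, normalized to controls; Benchmarks: ATP and no-ATP DMSO wells; Compound dosing: single nominal dose of 5.6 µM per compound; Signal: Fluo-8 calcium dye fluorescence; Also added: ATP as calcium-mobilizing challenge; Repeats: singlicate.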
CHRM1 agonist: activates human CHRM1 receptor; P11229; activation, % at 3 µM; CHO-K1 hM1, Fluo-8 calcium fluorescence, agonist mode; 0% DMSO, 100% acetylcholine EC100; 360,000 compounds, 0.33% hits;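 active means activation above the run's mean compound activation plus 3 SD, cut at about 16% in these data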;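 further: peak over basal fluorescence ratio within a 140 s kinetic read after compound addition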
TAAR1 ag: human TAAR1 agonism | Q96RJ0 | activation, % at 3 µM | CHO RD-HGA16 TAAR1, Fluo-8 calcium fluorescence; vehicle wells 0%, saturating PEA agonist 100% | 360,000 compounds, 0.99% hits;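 active means activation above the mean activation of all test compounds in the run plus 3 SD, cut at about 38% in these data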
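Assay system: CHO-derived RD-HGA16 cells with stable Gα16 and human TAAR1; timing: 17-24 h seeding, 75 min 37 °C dye, 30 min RT; read-out: % activation from peak over basal fluorescence ratio, DMSO-to-PEA scaled; measured by: kinetic Fluo-8 calcium fluorescence; benchmarks: low control DMSO, high control PEA (EC100); doses: 3 µM single concentration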
M1 PAM: potentiates human M1 receptor response to acetylcholine; AID 588819; P11229; 360,000 compounds, 0.088% hits; CHO-K1 hM1, Fluo-8 calcium fluorescence, ACh EC20; 0% = ACh EC20, 100% = maximal ACh; activation, % at 3 µM; in the data active means activation above about 19%, passing the limit was not always enough
* = called active by the depositor; nt = no result given.

SMILES	OXTR ag	CHRM1 antagonist	V1aR counter	OXTR potentiate	TAAR1 antagonist	CHO parental Ca	CHRM1 agonist	TAAR1 ag	M1 PAM
Cc1cccc(NC(=O)c2ccc(Cl)nc2)n1	0.3	-2	-0.7	-8	-10	13	-1	1	3
CC(=O)C(C)n1cnc2scc(-c3ccc(C)cc3)c2c1=O (configuration not stated)	-0.6	-11	-0.4	-8	-24	-1	-5	0	7
O=[N+]([O-])c1ccccc1-c1ccc(/C=N/n2cnnc2)o1	0.7	19	0.7	-1	3	-14	-5	2	-6
CC1c2cccn2CCN1S(=O)(=O)c1ccccc1 (configuration not stated)	1.8	-2	0.4	-1	2	1	-6	-1	4
CCCOc1ccccc1/C=N/Nc1ccnc(=O)[nH]1	-1.6	7	0.6	-3	-14	-6	-3	0	0
O=C(CCc1nc2ccccc2c(=O)[nH]1)Nc1cccc(S(=O)(=O)N2CCOCC2)c1	-0.1	-7	-1.5	-3	3	-6	-4	4	-2
CC1(c2ccc3ccccc3c2)NC(=O)N(CC(=O)N2CCN(c3ccccc3O)CC2)C1=O (configuration not stated)	5.8	-10	6.5	-8	12	-17	0	9	9
CCCCOc1ccc(C(=O)N2CCCCCC2)cc1	-2.5	-18	-1.0	-10	-1	-7	-2	14	10
CCOC(=O)C1=NNC(C(=O)c2ccc(C)cc2)C1c1ccc(C)cc1 (configuration not stated)	-2.8	7	-0.8	-8	-9	-21	-3	2	0
O=S(=O)(N1CCCCC1)n1nnc2ccccc21	-1.9	0	-0.1	-1	12	-5	-10	-1	0
CCOC(=O)/C(=N/Nc1ccc(C)cc1)S(=O)(=O)c1ccc(Cl)cc1	0.3	2	-0.3	-1	-4	-3	-4	1	-3
CC(=O)c1ccc(NC(=O)c2noc3c2CCC3)cc1	1.2	-9	0.3	0	-3	-9	-2	0	7
CCOC(=O)CSc1ccc(S(=O)(=O)N2CCCCC2)cc1[N+](=O)[O-]	-0.4	3	-0.5	2	-20	-12	-7	0	1
CC(C)c1ccc(NC(=O)COC(=O)COc2ccccc2)cc1	-1.1	-8	0.5	-1	16	1	-8	2	9
Cc1ccc(CNC(=O)C2CCCN(C(=O)Nc3ccc(F)cc3)C2)cc1 (configuration not stated)	0.5	15	1.8	-3	-18	-8	-3	-1	-5
COc1cc(/C(C)=N/N2CCOCC2)cc(OC)c1OC	-1.4	-3	1.1	-16	4	-8	-6	8	8
Cc1cc(-c2n[nH]c(=S)n2/N=C/c2cccs2)n[nH]1	-0.6	7	-0.1	0	-11	-4	-3	5	-5
O=C1CC(c2c[nH]c3ccccc23)C(=O)N1 (configuration not stated)	1.1	-11	0.3	-7	6	-6	-2	4	13
Cn1c(SCc2c(F)cccc2Cl)nnc1-c1cnccn1	1.3	-2	-0.6	-2	3	-10	-6	1	5
CCCSCCCNC(=O)Cn1nc(CC)n2c(cc3c(OC)cccc32)c1=O	-1.4	-4	0.2	-4	16	-21	-6	-3	2
CCC(/C=N/NC(=O)CCCCC(=O)N/N=C/C(CC)CC)CC	-0.5	-4	0.2	-8	0	-8	-6	3	4
Brc1ccc(-c2nnc3n2C2(CCCC2)Cc2ccccc2-3)o1	-1.7	2	-0.5	-13	0	-24	-1	8	2
Cn1nc(C(=O)NC2CCCc3ccccc32)ccc1=O (configuration not stated)	-1.3	-4	0.6	-12	10	-6	-6	-1	2
Cc1cccc(NC(=O)CSc2nnc(-c3cc(C)n(-c4ccccc4)c3C)o2)c1C	0.4	-2	1.5	-10	8	-17	-4	-2	3
CC(C)OC(=O)CSc1nc2cccnc2n1-c1ccc(F)cc1	-2.4	12	-1.4	-8	-13	-6	-5	20	0
Cc1ccc(S(=O)(=O)N2[C@@H](c3cccc(Cl)c3)C(C(=O)O)=CC[C@H]2c2ccc3c(c2)OCO3)cc1	-0.2	3	-0.2	-16	5	-10	-7	5	-2
CCOC(=O)c1[nH]c(C)c(C(=O)N2CCc3c([nH]c4ccccc34)C2c2ccccn2)c1C (configuration not stated)	4.5	1	4.0	-15	18	-10	-7	19	3
CC(C)N(Cc1ccccc1)C(=O)COC(=O)c1ccc2c(c1)OCCO2	0.1	-30	0.8	-6	32	-5	0	11	13
O=C(O)CCCC(=O)NNc1nc(-c2ccccc2)c2cc(Cl)ccc2n1	0.1	3	-0.8	-6	3	8	-2	1	1
CC(C)NC(=O)CSc1ccccc1C(=O)N1CCN(S(=O)(=O)Cc2ccccc2)CC1	nt	-7	nt	nt	-4	nt	-3	1	8
COc1cccc(C=NNC(=O)C2CC2)c1	nt	0	nt	nt	5	nt	-2	0	0
COc1cccc(-c2nc(=S)c3c(n2Cc2ccco2)CCCC3)c1	0.2	-14	-0.4	2	-19	-33	-9	2	11
O=C1c2ccccc2S(=O)(=O)c2cc(C(=O)N3CCC(C(=O)N4CCCCC4)CC3)ccc21	-1.6	nt	-1.8	-5	-17	-15	nt	7	nt
Cc1ccc(NC(=S)N/N=C/c2c(C)[nH]c3ccccc23)cc1	4.1	-5	1.4	-7	10	-9	-7	8	6
COc1cc(C(=O)N[C@H](C(=O)NC(C)C23CC4CC(CC(C4)C2)C3)C(C)C)cc(OC)c1OC (some centres not stated)	-3.0	-25	-0.8	-13	-1	-33	-4	7	-2
O=C(O)C(Cc1ccc(Cl)cc1)NS(=O)(=O)c1ccc(Cl)cc1 (configuration not stated)	-0.7	2	0.0	-14	-5	-3	-5	7	4
CCOc1ccc(-c2nnc(SCC(=O)Nc3ccc4c(c3)c3ccccc3n4CC)n2N)cc1	0.8	-3	0.0	-4	6	-19	3	3	12
CCCS(=O)(=O)N1CCC(C(=O)NCCN(CC)c2ccccc2)CC1	-0.3	-7	-0.4	1	-4	-8	-6	2	3
CC(=O)NS(=O)(=O)c1ccc(NC(=O)/C=C/c2ccccc2Cl)cc1	1.6	-8	1.1	-1	3	-5	-4	5	6
COc1cccc(NC(=O)COC(=O)c2ccc(C)c(S(=O)(=O)N3CCCCC3)c2)c1	1.7	3	4.3	-9	41	-1	-2	3	-4
S=C(NCc1ccc(Cl)cc1)Nc1ccccc1	1.9	2	6.6	-14	25	-8	-3	8	-8
CCCOc1ccc(/C=N/Nc2ccc(C(=O)O)cc2)c(OCCC)c1	nt	-2	nt	nt	-32	nt	-7	-3	2
N/C(=N\OC(=O)c1cccc2ccccc12)c1cccnc1	-1.5	2	-0.5	-5	-1	-25	-2	1	5
C=CCSc1nc2c(c(=O)[nH]1)C(c1ccccc1)C(C#N)=C(N)O2 (configuration not stated)	-1.5	-24	-0.5	0	-51	-18	-1	-2	21
CCCCN1C(=O)C(=O)N(CC(=O)Nc2cc(OCC)c(N3CCOCC3)cc2OCC)C1=O	0.1	5	1.0	-8	-1	-13	0	2	0
O=C(CN1CCCCC1)Nc1nnc(-c2ccccc2)s1	-0.1	-9	0.0	-5	-6	-7	-4	8	4
CN1CCN(S(=O)(=O)c2ccc(N3CCN(S(=O)(=O)/C=C/c4ccccc4)CC3)nc2)CC1	1.4	14	4.3	-16	-1	28	-3	2	-5
COCCNC(=O)c1cc2c(c(-c3cccc(-c4cc5ccccc5o4)c3)n1)[C@H](CCO)N(S(=O)C(C)(C)C)C2 (some centres not stated)	nt	3	nt	nt	-8	nt	-3	7	-2
O=C(CSc1nc(N2CCCCC2)nc(N2CCCCC2)n1)Nc1nccs1	-0.2	-11	0.1	-13	6	4	-2	13	-1
COc1ccccc1C(=O)NCC(=O)OCC(=O)Nc1nnc(-c2ccccc2)o1	-0.8	-5	0.7	-2	23	-2	-3	0	7
CCOc1ccc(CN(C)C(=O)CN2C(=O)NC3(CCCc4ccccc43)C2=O)cc1 (configuration not stated)	-1.4	-11	2.8	-11	-23	-10	-7	12	6
COc1ccc(N(CC(=O)NCCSC2CCCCC2)S(=O)(=O)c2ccccc2)cc1OC	-0.7	-8	0.9	-4	-1	-29	-3	-2	3
O=C1C(Cc2ccc(O)cc2)NC(=S)N1C1CCCCC1 (configuration not stated)	0.1	-11	0.2	-3	-2	2	-2	-3	11
CCOC(=O)c1ccc(-n2c(CN(CC)CC)nc3ccc([N+](=O)[O-])cc3c2=O)cc1	1.5	-10	-0.2	-3	-32	6	-7	11	3
O=C(Nc1ncccn1)C12CC3CC(CC(C3)C1)C2	-0.5	-2	1.2	-2	-24	-12	-3	0	5
Cc1oc2c(F)c(F)c(F)c(F)c2c1S(=O)(=O)Nc1cccc(C(F)(F)F)c1	3.9	14	6.4	-16	30	42*	1	1	-3
CCCCn1c(=O)nc2n(-c3ccc(Cl)cc3)c3ccccc3cc-2c1=O	-2.3	-4	-0.6	-9	-3	-13	-5	0	-1
C[C@H]1CNC(=O)c2c(C(=O)Nc3cccc(Cl)c3)ncn21	nt	-3	nt	nt	-7	nt	0	0	0
Fc1ccc(CSc2nnc(-c3cccs3)o2)cc1	-1.8	7	-1.0	-3	-25	-16	-6	4	-3
COc1ccccc1NC(=O)CN1CCN(S(=O)(=O)c2ccc(Br)cc2)CC1	nt	-3	nt	nt	0	nt	-3	4	4

2 records picked at random from those above, as already listed:
SMILES	OXTR ag	CHRM1 antagonist	V1aR counter	OXTR potentiate	TAAR1 antagonist	CHO parental Ca	CHRM1 agonist	TAAR1 ag	M1 PAM
C[C@H]1CNC(=O)c2c(C(=O)Nc3cccc(Cl)c3)ncn21	nt	-3	nt	nt	-7	nt	0	0	0
COc1ccccc1NC(=O)CN1CCN(S(=O)(=O)c2ccc(Br)cc2)CC1	nt	-3	nt	nt	0	nt	-3	4	4

The results go on:
SMILES	OXTR ag	CHRM1 antagonist	V1aR counter	OXTR potentiate	TAAR1 antagonist	CHO parental Ca	CHRM1 agonist	TAAR1 ag	M1 PAM
O=C(Nc1nc(-c2cccnc2)cs1)c1ccc(S(=O)(=O)N2CCOCC2)cc1	4.8	-4	1.3	-4	-12	-9	-4	6	3
Cn1c(=O)cc(NCc2ccccc2)[nH]c1=O	0.0	-1	0.7	-7	2	12	-3	7	4
Cc1nc(-c2cccc(S(=O)(=O)N3CC(C)OC(C)C3)c2)cs1 (configuration not stated)	-1.5	11	0.0	-4	-1	-25	-3	-1	-1
Cc1ccc(-n2ncc3c(NCc4ccco4)ncnc32)c(C)c1	-1.1	-12	-1.6	2	-5	-7	-2	-2	12

This is a random part of the collection (roughly 3.7% active in at least one column).
